# Source: PubChem
# Growth percent in the NCI-60 one-dose screen (48 h, 10 µM unless noted): 100 = growth as untreated, 0 = no growth, -100 = all killed.
# SNB-75 = SNB-75 CNS cancer; 5% of 79,000 active; AID 1794750
# SF-539 = SF-539 CNS cancer; 6.8% of 81,000 active; AID 1794752
# SF-268 = SF-268 CNS cancer cells; 3.1% of 82,000 active; AID 1794759
# HCT-116 = HCT-116 colon cancer | 7.3% of 82,000 active
# KM12 = KM12 colon cancer cells | AID 1794800 | 5% of 82,000 active
# HCC-2998 = HCC-2998 colon cancer; 4.7% of 79,000 active; AID 1794799
# U251 = U251 CNS tumor cells; 5.4% of 80,000 active
# SF-295 = SF-295 CNS cancer cells; 5.6% of 79,000 active
# SNB-19 = SNB-19 CNS cancer cells; 2.5% of 81,000 active
# Numbers without * were called inactive; / = not tested or not shown; & = joins results of further samples; ! = not confirmed by another sample; [ ] = remark or other dose. Rule for the calls: active = growth percent below 10; inactive = the rest.
SMILES,SNB-75,SF-539,SF-268,HCT-116,KM12,HCC-2998,U251,SF-295,SNB-19
COc1ccc(-n2nc(C(=O)NCCCCC(=O)O)nc2-c2ccccc2)cc1,108,100,95,108,96,108,102,102,102
O=C(Cn1cc(COc2ncnc3c2cnn3-c2ccccc2)nn1)Nc1ccc([N+](=O)[O-])cc1,71,93,88,94,99,97,88,103,95
O=C(CN1CCOCC1)NNc1ncnc2ccccc12,73,82,97,82,97,114,85,96,102
CCCCC(O)(c1ccc(Cl)cc1)C(CN1CCOCC1)c1ccc(Cl)cc1 (centres undefined),40,69,40,33,33,25,23,41,60
C=CCSc1ccc(C)cc1,98,92,104,96,107,99,100,98,103
CCOC(=O)c1c(C)c(-c2ccccc2)nc2ccccc12,89,93,100,101,99,99,93,94,102
CN(C)CCCNc1nc(=O)n(Cc2ccc(F)cc2)c(=O)n1Cc1ccc(F)cc1,79,107,93,103,101,103,93,64,102
C(=N\N=C1c2ccccc2-c2ccccc21)/c1ccc2c(c1)OCO2,91,87,99,99,83,101,104,100,103
COc1ccc(-c2nc3ccccc3s2)cc1,79&89,90&93,98,92&99,104,96&115,98&100,101&101,85&100
O=C(Nc1ccc(Cl)c(Cl)c1)ON1CCCCC1,92,103,102,/,93,96,93,91,88
Cc1cc2c(n1Cc1ccccc1)CSc1cc(S(=O)(=O)c3ccccc3)c(=O)[nH]c1-2,78[100 µM],68[100 µM],93[100 µM],78[100 µM],94[100 µM],101[100 µM],84[100 µM],81[100 µM],110[100 µM]
c1ccc(CN2OCc3[nH]nc(-c4ccccc4)c3[C@@H]2c2ccccc2)cc1,83,95,102,89,101,106,93,102,96
COc1ccc(C2=NNC(c3ccc(Oc4nc5c(c(=O)n(C)c(=O)n5C)n4C)c(OC)c3)C2)cc1 (centres undefined),79,98,93,98,98,102,83,89,88
O=C(Nc1nonc1-c1ccccc1)c1ccc(C(F)(F)F)cc1,104,96,82,86,97,101,70,60,62
CCCC(F)(C(N)=O)C(=O)O (centres undefined),94,97,106,98,109,108,97,109,107
CC(C)Sc1nc(NC2CC2)c(C#N)c(-c2ccc(C(C)C)cc2)n1,122,95,115,106,104,111,91,103,94
CCN(CC)CCNC(=O)Nc1cccc2ccccc12,89,107,96,97,100,102,92,102,107
N=C1C(c2nc(-c3ccc(F)cc3)cs2)=C(O)CN1c1ccc2c(c1)OCO2,102,89,140,93,107,120,98,115,98
CC(=O)O[C@H]1CC[C@H]2[C@@H]3CC[C@H]4OC(=O)C=C[C@@H]4[C@H]3CC[C@]12C,93,102,106,89,105,124,98,128,105
C1=C(Cc2ccccc2)n2cnc3ncnc(c32)S1,46,43,72,57,70,70,79,30,94
CCCC1CCC(=C2C(=O)CCC2=O)O1 (centres undefined),-18*!,97&93,107&100,107&92,108&105,99&104,99&102,90&97,99&100
c1ccc2c(c1)sc1c(-c3ccc(C4CC4)o3)cccc12,86,102,100,98,88,101,91,99,101
O=C(Cc1nc2cc(Cl)c(Cl)cc2nc1CC(=O)c1cccnc1)c1cccnc1,88,79,82,53,86,115,89,94,/
O=C(Nc1cccc(NOCc2ccccc2)c1)c1ccc2c(c1)ncn2-c1ccccc1,75,59,80,73,46,102,84,71,91
CC(=O)C(C[n+]1ccccc1)c1ccccc1 (centres undefined),89,101,99,105,106,/,102,114,107
# (list continues)
SMILES,SNB-75,SF-539,SF-268,HCT-116,KM12,HCC-2998,U251,SF-295,SNB-19
CN1CCN(CCO)CC1,94,99,104,102,110,105,95,102,101
OC1CCC(Oc2cccc3cnc(Nc4ccc5nc[nH]c5c4)nc23)CC1 (centres undefined),-23*!,-34*!,1.5*!,2.0*,1.3*!,8.3*!,3.2*!,62&13,9.4*!
O=P(O)(O)c1ccccc1Br,103,98,106,104,107,113,105,103,99
FC(F)(F)c1cc(-c2ccc(C3Nc4ccccc4-n4cccc43)o2)cc(C(F)(F)F)c1 (centres undefined),61,88,82,70,58,115,89,72,95
CC(C)CCC[C@@H](C)[C@H]1CC[C@H]2[C@@H]3CC[C@H]4C[C@]5(CC[C@]4(C)[C@H]3CC[C@]12C)Nc1ccccc1NC5=NC(C)(C)C,85,97,99,106,113,109,98,100,101
Cc1ccccc1C(CC(=O)c1ccccc1)c1ccccc1 (centres undefined),91,116,90,79,93,98,88,104,104
O=C(CSc1nc2ccccc2c(=O)n1CCc1ccccc1)Nc1ccc(Cl)cc1C(=O)O,81,99,110,96,108,104,/,96,108
Cl/C(=N\Nc1ccccc1)c1ccccc1,67,103,93,102,/,102,/,88,100
CC(C)CC(C)C1CCC(C)C1CCC(C)OC=O (centres undefined),87,96,100,93,102,107,97,98,101
Cc1ccc(S(=O)(=O)NCCNc2nccc(-c3c(-c4ccccc4)nc4sccn34)n2)cc1,46,88,71,47,49,90,60,62,75
Cc1cn2nc(C)sc2n1,81,97,99,98,102,102,99,108,103
Cc1ccc(/C=C2\SC(=O)N(Cc3cc4ccccc4nc3Cl)C2=O)c(C)c1,97,97,109,109,106,97,102,99,102
CC(C)CNCCOC(=O)c1ccc([N+](=O)[O-])cc1Cl,107,105,96,80,102,100,100,109,105
COc1ccc(C2C=C(C(=O)O)Nc3nc(SC)n(C)c(=O)c32)cc1 (centres undefined),88,/,114,98,118,103,99,100,104
N#Cc1nc(-c2ccccc2)oc1S(=O)(=O)N1CCN(c2ccccc2)CC1,67,100,107,45,104,102,99,105,100
COc1cc(-c2nn(-c3cccc(NC(=O)CCN4CCN(Cc5ccccc5)CC4)c3)cc2-c2ccncc2)ccc1Cl,-10*,-74*,19,1.3*,9.7*,-13*,6.5*,-47*,40
CC[C@H](C)C(NC(=O)[C@@H](NC(=O)[C@@H]1CCCN1C(=O)CNC(=O)[C@H](C)N)C(C)C)C(=O)OC (some centres undefined),82,98,112,108,117,121,100,103,99
O=C(CCCl)c1ccc(-c2ccccc2)cc1,98,98,92,97,95,99,97,98,101
N=C1CC(=O)NN1c1nc(Nc2ccccc2)nc(Nc2ccc(S(N)(=O)=O)cc2)n1,82,102,99,99,99,98,103,107,106
O=C(CS(=O)(=O)c1ccccc1)c1cc2ccccc2o1,83&92,94&109,103&114,100&108,98&112,100&108,100&91,100&92,93&89
CN(CCC(=O)c1ccccc1)Cc1ccccc1,90,106,103,106,103,104,101,119,104
Nc1nc(=O)n([C@H]2C[C@H](O)[C@@H](CO)O2)cc1C=O,122,100,110,91,103,88,106,103,106
CCN(CC)C(=O)Cc1ccccn1,93,95,102,91,104,102,98,97,99
CN(c1ccccn1)c1ncnc2[nH]ncc12,91,101,103,79,97,90,100,104,107
COc1ccc(-c2c(-c3ccccc3)noc2N)cc1OC,101,115,107,100,95,110,98,103,109
# Continuation:
SMILES,SNB-75,SF-539,SF-268,HCT-116,KM12,HCC-2998,U251,SF-295,SNB-19
CC(O)COc1ccccc1Cl (centres undefined),93,96,94,104,103,/,103,95,103
O=C(N[C@@H](CO)[C@H](O)c1ccc([N+](=O)[O-])cc1)C(Cl)Cl,85,92,103,92,110,97,95,94,106
CN(CCC#N)c1ccc(/C=C(\C#N)c2cccc(C(F)(F)F)c2)cc1,90,68,82,58,38,79,/,96,79
COC(=O)c1ccc(Cl)cc1,87,107,100,98,100,90,100,102,104
O=C1N/C(=N/N=C(c2ccccc2)c2ccccc2)S/C1=C\c1ccccc1O,97,100,97,77,100,99,92,91,92
CCCN(CCC)C(=O)[C@@H](CC)[C@@H]1CC[C@@H](C)[C@@H]([C@H](C)[C@@H](O)[C@@H](C)C(=O)[C@H](CC)C2O[C@]3(C=CC(=O)[C@]4(CC[C@@](C)([C@H]5CC[C@](O)(CC)[C@H](C)O5)O4)O3)[C@H](C)C[C@@H]2C)O1 (some centres undefined),69,91,93,101,102,95,105,93,90
Cc1ccc2nc(C[n+]3ccc4ccccc4c3)ccc2c1,59,72,70,53,56,71,42,59,46
CC(C)[C@H](NC(=O)Cn1cc(C(=O)O)nn1)C(=O)O,104,105,115,102,103,107,100,93,105
CCCCCCCCOC(=O)c1ccccc1O,87,101,105,116,110,/,107,103,112
N#CC(Cc1ccccc1)c1ccc(Cl)cc1 (centres undefined),90,107,110,78,104,107,95,92,102
CCCCOC(=O)c1ccccc1C(=O)OC(C)C(=O)OCCCC (centres undefined),98,104,104,101,107,91,102,110,105
Cn1cc(-c2csc(-c3c[nH]c4ncccc34)n2)c2cc(Br)cnc21,-29*,70,65,6.0*,63,64,3.3*,-1.8*,51
C[C@]1(CO)O[C@H](n2cc(F)c(N)nc2=O)C[C@@H]1O,88,83,82,96,70,39,84,103,87
O=C(NCCc1c[nH]c2ccccc12)c1ccc(NS(=O)(=O)c2ccc3c(c2)OCCCO3)cc1,88,86,90,94,95,108,90,83,93
CC12CCC(=O)C=C1C=CC1C2CCC2(C)C1CCC21CCC(=O)O1 (centres undefined),100,95,122,98,113,108,103,110,99
COc1ccc(C(=O)N2N=C(c3ccc(F)cc3)CC2c2cn(-c3ccccc3)nc2-c2ccccc2)cc1 (centres undefined),72,86,70,7.5*,51,86,31,65,80
O=C1c2ccccc2C(=O)c2c(NCC(O)CN3CCOCC3)cccc21 (centres undefined),131,107,105,99,112,125,108,/,96
O=C(/C=C/c1ccco1)c1ccc(Nc2nc(Nc3ccc(F)cc3)nc(Nc3ccc(Cl)cc3)n2)cc1,63,102,80,63,65,55,73,65,107
Nc1ncnc2c1ncn2[C@@H]1O[C@H](CO)[C@@H](O)[C@@H]1O,98,/,109,104,104,87,98,100,104
O=C1C=C(O)C(=O)C(CC2=C(O)C(=O)C=C(O)C2=O)=C1O,83,89,100,106,104,97,102,/,112
O=C(NCc1ccccc1)NNC(=O)c1ccc(NC(=O)c2ccccn2)cc1,106,82,99,101,108,105,98,101,92
COc1ccc(-c2nn(-c3cccc(Cl)c3)cc2-c2c(C#N)c(=O)n3[nH]c(-c4ccc(C)cc4)nc3c2C#N)cc1,36,35,36,9.9*,55,52,/,24,64

# Gathered by group: the compounds so far containing a Cl atom.
SMILES,SNB-75,SF-539,SF-268,HCT-116,KM12,HCC-2998,U251,SF-295,SNB-19
CCCCC(O)(c1ccc(Cl)cc1)C(CN1CCOCC1)c1ccc(Cl)cc1 (centres undefined),40,69,40,33,33,25,23,41,60
O=C(Nc1ccc(Cl)c(Cl)c1)ON1CCCCC1,92,103,102,/,93,96,93,91,88
O=C(Cc1nc2cc(Cl)c(Cl)cc2nc1CC(=O)c1cccnc1)c1cccnc1,88,79,82,53,86,115,89,94,/
O=C(CSc1nc2ccccc2c(=O)n1CCc1ccccc1)Nc1ccc(Cl)cc1C(=O)O,81,99,110,96,108,104,/,96,108
Cl/C(=N\Nc1ccccc1)c1ccccc1,67,103,93,102,/,102,/,88,100
Cc1ccc(/C=C2\SC(=O)N(Cc3cc4ccccc4nc3Cl)C2=O)c(C)c1,97,97,109,109,106,97,102,99,102
CC(C)CNCCOC(=O)c1ccc([N+](=O)[O-])cc1Cl,107,105,96,80,102,100,100,109,105
COc1cc(-c2nn(-c3cccc(NC(=O)CCN4CCN(Cc5ccccc5)CC4)c3)cc2-c2ccncc2)ccc1Cl,-10*,-74*,19,1.3*,9.7*,-13*,6.5*,-47*,40
O=C(CCCl)c1ccc(-c2ccccc2)cc1,98,98,92,97,95,99,97,98,101
CC(O)COc1ccccc1Cl (centres undefined),93,96,94,104,103,/,103,95,103
O=C(N[C@@H](CO)[C@H](O)c1ccc([N+](=O)[O-])cc1)C(Cl)Cl,85,92,103,92,110,97,95,94,106
COC(=O)c1ccc(Cl)cc1,87,107,100,98,100,90,100,102,104
N#CC(Cc1ccccc1)c1ccc(Cl)cc1 (centres undefined),90,107,110,78,104,107,95,92,102
O=C(/C=C/c1ccco1)c1ccc(Nc2nc(Nc3ccc(F)cc3)nc(Nc3ccc(Cl)cc3)n2)cc1,63,102,80,63,65,55,73,65,107
COc1ccc(-c2nn(-c3cccc(Cl)c3)cc2-c2c(C#N)c(=O)n3[nH]c(-c4ccc(C)cc4)nc3c2C#N)cc1,36,35,36,9.9*,55,52,/,24,64
